# hcGAS lum: blocks human cGAS activity | Q8N884 | recombinant h-cGAS, ATP depletion, Kinase-Glo luminescence | inhibition, % at 12.5 µM | 0.081% of 290,000 active | AID 1259398;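 further: 0% = vehicle reaction and 100% = reaction without DNA for no activity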
# Target sequence (Q8N884 whole entry, looked up): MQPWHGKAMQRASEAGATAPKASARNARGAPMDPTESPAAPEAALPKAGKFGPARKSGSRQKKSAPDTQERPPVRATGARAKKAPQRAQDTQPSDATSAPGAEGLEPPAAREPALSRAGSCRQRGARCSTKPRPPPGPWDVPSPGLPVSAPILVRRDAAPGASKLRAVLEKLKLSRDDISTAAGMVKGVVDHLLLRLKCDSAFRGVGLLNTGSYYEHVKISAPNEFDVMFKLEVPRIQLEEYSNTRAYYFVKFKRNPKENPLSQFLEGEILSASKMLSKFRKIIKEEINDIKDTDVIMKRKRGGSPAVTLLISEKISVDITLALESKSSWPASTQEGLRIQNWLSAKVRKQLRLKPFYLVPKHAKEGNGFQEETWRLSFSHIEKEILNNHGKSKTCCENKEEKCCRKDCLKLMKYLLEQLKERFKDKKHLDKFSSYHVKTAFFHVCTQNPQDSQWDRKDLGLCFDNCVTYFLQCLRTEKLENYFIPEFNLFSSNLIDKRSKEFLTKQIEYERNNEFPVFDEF
# NPYLR7 ag: mosquito NPYLR7 agonism; AID 1259423; 0.15% of 270,000 active; HEK293T NPYLR7/Galpha15, GCaMP6s calcium fluorescence; activation, % at 10 µM; in the data active means activation above about 40%;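 further: 0% = vehicle and 100% = reference agonist at the receptor; some compounds past the cut are filed as inactive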
# mcGAS inh: blocks mouse cGAS activity; Q8C6L5; recombinant cGAS, Kinase-Glo ATP depletion luminescence; inhibition, % at 12.5 µM; 0.15% of 160,000 active; AID 1259399;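 further: 0% = negative control wells and 100% = reference inhibitor with no enzyme activity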
# * = called active by the depositor; nt = not tested or not shown; & = joins results of further samples; ! = a repeat was not active. Unless noted, no stated cut-off is given here; in the data, active means inhibition above about 40%; inactive means the rest.
nr	molecule	hcGAS lum	NPYLR7 ag	mcGAS inh
1	Cc1oc(-c2cccc(Cl)c2)nc1CSc1n[nH]c(=O)c2cc(-c3ccco3)nn12	-4.8	nt	-6.0
2	Cn1cc(C(NC(=O)C2CC3CCC2O3)C(C)(C)C)cn1 (stereo not given)	-4.0	-24.8	nt
3	O=C(Nc1ccncc1)C1(c2ccc(Br)cc2)CC1	-9.3	9.2	-7.0
4	CC(CCn1cccn1)n1ccnc1-c1ccccc1C(=O)O (stereo not given)	-7.3	5.6	nt
5	CC(OC(=O)c1cc(S(N)(=O)=O)ccc1Cl)C(=O)NC1CC1 (stereo not given)	12.1	0.3	nt
6	COc1ccc(OC)c(C2C(C(=O)c3cccs3)=C(O)C(=O)N2CCN2CCOCC2)c1 (stereo not given)	-4.1	11.7	-7.8
7	CCc1[nH]n(C)c(=O)c1C1=C(N2CCCCC2)C(=O)N(Cc2ccccc2)C1=O	-6.0	nt	-10.4
8	O=C1OC(c2ccc(F)cc2)=NC1=Cc1ccccc1Cl	-9.2	8.9	nt
9	Cc1cccc(-n2nc3c(c2NC(=O)CCC2CCCC2)CS(=O)C3)c1C (stereo not given)	-6.1	-2.2	nt
10	N#Cc1cn(C2CC2)c(=O)n(CC(=O)Nc2ccnn2C2CCCC2)c1=O	-10.5	8.2	-15.6
11	COC(=O)CCc1c(C)nn(-c2ccc(C(=O)Nc3ccc4ncsc4c3)cc2)c1C	0.6	-10.3	-2.9
12	Cc1nn(C)c(C)c1CN(C(=O)C(=O)N(C)c1ccccc1)C(C)C	-9.1	nt	-11.7
13	C1=CC(c2ccc(C=NNc3ccccn3)s2)CC1 (stereo not given)	-8.1	4.1	nt
14	O=C(c1nccnc1C(=O)N1CCC2(CCCNC2)C1)N1CCCCC1 (stereo not given)	0.7	-2.4	nt
15	CCC(C)[n+]1c(C)cc(C=C2Sc3ccccc3N2CC)cc1C (stereo not given)	-3.7	77.9*	nt
16	CC(C)c1noc(CS(=O)(=O)CCC(=O)Nc2cccc(F)c2)n1	-8.0	14.7	-13.2
17	O=C(NCC1CCCO1)c1cccnc1N1CCN(C(=O)c2c(F)cc(F)cc2F)CC1 (stereo not given)	-7.1	25.9	-9.5
18	Cc1ccc[n+](-c2[nH]c(=O)sc2C=O)c1	-3.9	50.7	-4.7
19	O=C(NCCCn1ccc2ccccc21)C1CCC(=O)N(CC2CCCCC2)C1 (stereo not given)	7.3	-2.7	-2.1
20	COc1cc(NC(=O)C(C)Oc2ccc(F)c(F)c2)cc(OC)c1 (stereo not given)	-4.8	5.0	nt
21	CC(C)c1cnc2c(c1SCC(=O)Nc1nc3ccccc3s1)c(=O)n(C)c(=O)n2C	-3.3	7.8	-8.1
22	O=C(CC1=CCNCC1)N1CCC(c2n[nH]c(=O)n2Cc2ccccc2)CC1	-6.9	17.2	-12.6
23	COc1ccc(-c2nnc(SCC(=O)N/N=C\c3ccc(C(C)(C)C)cc3)n2-c2ccccc2)cc1OC	-2.0	-18.2	0.4
24	COc1ccc(C(=O)N(O)c2ccccc2)cc1	-0.6	1.8	-3.9
25	CCN(C)Cc1cccc(CNCc2cccc3c2OCCO3)c1	-8.3	1.8	nt
26	CCc1nc2ncc3c(=O)n(N4CCN(C)CC4)ccc3n2n1	-4.5	4.3	nt
27	Cc1ccc(C)c(OC(C)C(=O)NCc2nc(C)cc(=O)[nH]2)c1 (stereo not given)	-8.9&-0.4	-4.3&-4.4	nt
28	COc1ccc2c(c1)C1CC(C)(NC(=O)C1S(=O)(=O)c1ccccc1)O2 (stereo not given)	-10.3	10.9	-7.8
29	COc1ccc(/C=C/C(=O)N2CCCC(c3nc(SCc4cccnc4)ncc3C)C2)cc1OC (stereo not given)	-3.4	18.9	-9.7
30	COc1cccc(CNc2cc(C3CCNCC3)ncn2)c1OC	-1.5	16.7	nt
31	COc1ccc(-n2c(SCc3ccc(C#N)cc3)nnc2-c2cc(OC)cc(OC)c2)cc1	1.8	nt	-2.8
32	O=C(CCC1CCN(C(=O)c2ccoc2)CC1)Nc1ccccc1	2.9	1.3	nt
33	CCOC(=O)c1c(C)nn(-c2ccc(C(=O)NCC(C)(C)CN(C)C)cc2)c1C	-1.0	1.7	-5.6
34	CC(C)c1ccc(S(=O)(=O)N2CCN(CN3C(=O)CC4(CCCC4)C3=O)CC2)cc1	-0.2	1.9	nt
35	CCCn1c(=O)c2c(nc3n(C4CCCC4)c(C)cn23)n(C)c1=O	-1.5	-0.4	-7.0
36	OCC1(CCc2ccccc2)CCN(c2ccc3ccccc3n2)CC1	-0.1	1.1	nt
37	Cc1cc(C)c(-n2cccn2)c(C2CC(=O)Nc3n[nH]c(C4CC4)c32)c1 (stereo not given)	-5.2	-0.2	-11.8
38	CC(C)c1cncnc1N[C@@H]1CC[C@@H](N)C1	-2.1	1.6	nt
39	CCN(CC)CCNc1ccc(CO)c2sc3ccccc3c(=O)c12	54.4*!	-4.2&-22.2	nt
40	O=C(CC(c1ccc(Cl)c(C(F)(F)F)c1)c1c[nH]c2ccccc12)NCCCN1CCOCC1 (stereo not given)	-1.5	1.8	-4.4
41	Cc1nc(SCC(=O)Nc2nnc(C)s2)n[nH]1	-9.8	-4.6	-3.4
42	CC1=C(C(=O)N2CCC(CCC(=O)NC3CCN(Cc4ccccc4)C3)CC2)OCCO1 (stereo not given)	-2.7	4.0	nt
43	CCOc1ccccc1NC(=O)N1CCN(C(c2ccc(F)cc2)c2ccc(F)cc2)CC1	-2.4	16.7	-6.8
44	CCc1ccc(-c2csc(NC(=O)c3ccc(OC)c(OC)c3)n2)cc1	-4.3	-12.8	-6.9
45	CCn1nc(C)c(C(C)NC(=O)Cc2noc3ccccc23)c1C (stereo not given)	0.4	21.9	-10.4
46	COc1ccc(Cn2cnc3c4ccccc4n(CC(=O)Nc4cccc(OC)c4)c3c2=O)cc1	1.3	0.4	-1.2
47	Cc1ccc(N=c2scc(C)n2CCO)cc1	-1.5	-5.3	-5.3
48	O=C(CN1CCN(c2cc(Oc3ccc(F)cc3Cl)ncn2)CC1)N1CCCC1	-4.1	13.6	-4.5
49	CCC(C)CN(C)C(=O)NCCc1nccn1C(F)F (stereo not given)	-7.1	15.0	-17.6
50	CCC(C(=O)Nc1ccc(N2CCc3ccccc3C2)c(C(=O)NCC2CCCO2)c1)c1ccccc1 (stereo not given)	-14.3	-7.0	-5.2
51	COc1ccc(N(C)c2nc(-c3ccc(Br)cc3)nc3ccccc23)cc1	0.3	-2.6	-3.4
52	COc1ccc(NC(=O)Nc2ccn(CC(N)=O)n2)cc1	-5.0	3.9	-17.4
53	OCCC1CN(Cc2cn[nH]c2-c2ccc(F)cc2)CCN1CC1CCCCC1 (stereo not given)	0.5	-4.6	nt
54	CCOc1ccc(OCC(=O)Nn2cnc3c(cnn3C(C)(C)C)c2=O)cc1	-7.8	-6.0	nt
55	CCOC(=O)N1CCN(C(=O)c2cc(-c3ccc(Cl)cc3)n(-c3cccc(OC)c3)c2C)CC1	-9.5	nt	-5.3
56	Cc1ccc(-c2nc(CC(=O)OCc3ccccc3)cs2)cc1	-10.5	20.0	nt
57	COCCn1c(CN2CC(C)CC(C)C2)nc2c1c(=O)n(C)c(=O)n2C (stereo not given)	-2.2	0.8	-7.3
58	CCCc1c(C(=O)NCCN(C)C)cnn1-c1ccc(C)cc1	-5.8	34.0	-4.7
59	Cc1ccc(-c2cc(NC(=O)CN3CCCCC3)on2)cc1	-7.4	3.4	nt
60	CCOC(=O)C(c1cc(OC)ccc1OC)C1C=CC(NC(=O)c2ccc(C(F)(F)F)cc2C(F)(F)F)C1 (stereo not given)	-3.3	3.8	-6.0

# Looked up by compound from the list above, 2 records:
nr	molecule	hcGAS lum	NPYLR7 ag	mcGAS inh
42	CC1=C(C(=O)N2CCC(CCC(=O)NC3CCN(Cc4ccccc4)C3)CC2)OCCO1 (stereo not given)	-2.7	4.0	nt
32	O=C(CCC1CCN(C(=O)c2ccoc2)CC1)Nc1ccccc1	2.9	1.3	nt

# Going on with the list:
nr	molecule	hcGAS lum	NPYLR7 ag	mcGAS inh
61	O=C(NN1C(=O)NC2(CCCCC2)C1=O)c1ccc(Cl)s1	-1.4	11.2	nt
62	Cc1csc(N(C)C(=O)c2ccc(Cn3cccn3)cc2)n1	-0.9	0.0	-8.5
63	C=CC[C@H]1CC(C)=C[C@H](CC=C)N1Cc1ccc(CO)o1	-4.8	2.3	-10.3
64	O=C(NCC1COc2ccccc2O1)c1ccc(Cl)c(NS(=O)(=O)c2ccc(F)cc2)c1 (stereo not given)	-7.6	3.9	-5.3
65	O=C(Cc1ccc(-n2cnnn2)cc1)NC(c1ccccc1)C1CCC1 (stereo not given)	-8.6	0.4	nt
66	CC1(C(=O)NS(=O)(=O)c2ccc(C#N)cc2)CCN1C(=O)C1(c2ccccc2)CC1 (stereo not given)	-9.7	2.7	nt
67	CC(C)(C)c1cc(NC(=O)CSc2nnc(N)s2)on1	-0.8	-1.5	nt
68	Cn1cc(CNc2cc(F)ccc2OC(F)F)cn1	-10.8	7.6	-8.8
69	CNCc1nc2scc(-c3ccccc3OC)c2c(=O)[nH]1	-3.8	30.4	-3.5
70	CCC(C(=O)Nc1ccc(OC)cc1)N1CCCN(Cc2ccc(C)cc2)CC1 (stereo not given)	-9.4	5.2	nt
71	CCCCCNC(=O)C(NC(=O)OCc1ccccc1)SC(C)C (stereo not given)	-7.3	0.6	-3.6
72	CC1=C(CSCc2ccccc2)CS(=O)(=O)C1	2.6	10.8	nt
73	CC(C#N)Sc1nc(N)c2c3c(sc2n1)CCCC3 (stereo not given)	-6.0	1.2	-7.8
74	Cc1ncn(Cc2nc(-c3cccc(Oc4ccccc4)c3)oc2C)n1	-4.6	10.8	nt
75	O=C(CCc1ccccc1)NC1CCN(c2ccccc2C(=O)N2CCOCC2)CC1	-8.0	18.0	-5.7
76	CCS(=O)(=O)Nc1ccc2nc(-c3cccc(C(F)(F)F)c3)nn2c1	-0.6	14.7	-6.5
77	Cn1cc(C(=O)Nc2cccc3ccccc23)c2[nH]c(=O)n(-c3ccc(Cl)cc3)c(=O)c21	-9.3	2.3	nt
78	COc1ccc(CNC(=O)c2ccc3c(=O)n(-c4ccc(C)c(C)c4)c(N4CCOCC4)nc3c2)cc1	0.5	6.4	-3.3
79	CCOc1ccccc1NC(=O)c1cc2ccccc2oc1=O	-2.0	-0.9	-4.0
80	Cc1occc1C(=O)NN=Cc1ccccc1C(F)(F)F	-7.0	-4.2	-7.1
81	CC(C)c1nccn1C(C)C(=O)N1CCC(N2CCOC2=O)CC1 (stereo not given)	-12.5	nt	-6.5
82	Fc1ccc(SCc2nnnn2Cc2cccc(C(F)(F)F)c2)c(F)c1	-0.4	nt	-1.0
83	COCC(O)CN(C)C(=O)c1ccc(Oc2cccc(Br)c2)nc1 (stereo not given)	2.6	1.3	nt
84	Cc1ccc(-n2cnnc2SCC(=O)NC2(C(=O)O)CCCCC2)cc1	-10.5	7.8	nt
85	Cc1cccc(-c2ncc(CNCCCc3c(C)n[nH]c3C)cn2)c1	-3.6	19.6	nt
86	COC(=O)C1CCCCN1Cc1ccc2c(c1)CN(C(=O)c1ocnc1C)CCO2 (stereo not given)	-1.4	1.1	nt
87	O=C(Cn1cnnn1)Nc1cc(Cl)cc(Br)c1OC(F)F	-3.9	11.3	nt
88	CC(=O)Nc1ccc(/C(C)=N\Nc2nc(Nc3ccccc3)nc(N3CCOCC3)n2)cc1	-3.3	-9.5	-4.7
89	CC(C)CS(=O)(=O)Nc1ccc2c(c1)C(=O)N(C)c1ccccc1O2	-3.5	7.1	nt
90	O=[N+]([O-])c1cccc(S(=O)(=O)NCCNS(=O)(=O)c2cccc([N+](=O)[O-])c2)c1	1.9	-16.8	nt

# Arranged by formula weight (smallest number first): part of the list above.
nr	molecule	hcGAS lum	NPYLR7 ag	mcGAS inh
80	Cc1occc1C(=O)NN=Cc1ccccc1C(F)(F)F	-7.0	-4.2	-7.1
62	Cc1csc(N(C)C(=O)c2ccc(Cn3cccn3)cc2)n1	-0.9	0.0	-8.5
85	Cc1cccc(-c2ncc(CNCCCc3c(C)n[nH]c3C)cn2)c1	-3.6	19.6	nt
87	O=C(Cn1cnnn1)Nc1cc(Cl)cc(Br)c1OC(F)F	-3.9	11.3	nt
83	COCC(O)CN(C)C(=O)c1ccc(Oc2cccc(Br)c2)nc1 (stereo not given)	2.6	1.3	nt

# Further records follow.
nr	molecule	hcGAS lum	NPYLR7 ag	mcGAS inh
91	COc1ccc(CNC(=S)N2CCNC(=O)C2)cc1	-9.8	15.4	nt
92	OCc1c[nH]c(=S)n1Cc1ccccc1	4.0	-1.3	nt
93	O=C(COc1ccc(Cl)cc1)N1CCN(S(=O)(=O)Cc2ccccc2)CC1	-5.8	4.3	nt
94	COc1cc2c(cc1CN1CCN(Cc3cccc(C)c3)CC1)OCCCO2	-1.4	9.9	nt
95	COc1cc2ccccc2cc1C(=O)Nc1ccc(-c2nc3cc(Cl)ccc3o2)cc1	0.9	-1.5	1.1
96	CCOC=c1sc(=C(C#N)C(=O)Nc2ccccc2)n(-c2ccccc2)c1=O	-5.6	8.5	nt
97	N#CCCN(Cc1ccccc1)C(=O)CCC(=O)N1CCc2ccccc2C1	-6.0	-2.8	-2.6
98	Cn1cccc1-c1cc(C(=O)N/N=C\c2cccc(Br)c2)[nH]n1	-6.4	2.7	-1.3
99	Cc1ccc(NC(=O)Nc2ccc(Nc3cc(OC(C)C)nc(C)n3)cc2)cc1	4.9	-8.0	nt
100	CCN1CCCC1CNC(=O)CCC1CCN(Cc2ccnc3ccccc23)CC1 (stereo not given)	-7.5	3.5	nt
101	CC(=NC1=NCCS1)c1ccc(C)c(C)c1	-3.8	1.4	nt
102	CC(=O)N(Cc1cccnc1)c1nc2ccc(Br)cc2s1	0.9	-15.9	-5.0
103	O=C1COc2cc(C(=O)Nc3cccc4ncccc34)ccc2N1	-6.3	3.7	nt
104	Cc1ccc(-n2ccnc2-c2ccc(C#CCCO)cc2)c(O)c1	-0.2	-6.9	-12.1
